FH mod – Identification of activators of human fumarate hydratase by quantitative high-throughput screening. Fumarate hydratase, mitochondrial (Homo sapiens), P07954. FH coupled MDH/diaphorase resazurin fluorescence, 15 min. Potency, µM (highest dose often 79.9 µM), for inactives: at the highest dose activity change, negative = inhibition, most hits filed as inhibitors. 0.22% of 54,000 active. AID 1347055, 2019; also: the screen sought activators but most active calls are inhibition curves; nearly all actives have a fitted effect of over 45% in size
NTMT1 inhibitor – NTMT1 methyltransferase inhibition; Q9BV86; NTMT1 MTase-Glo SAH luminescence, purified enzyme; Potency, µM (doses to about 114 µM), without a hit: top-dose activity change, negative = inhibition, hits mostly inhibitors; 2.5% of 59,000 active; AID 1645870;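 also: plate controls were DMSO vehicle for no effect and no enzyme for full effect; nearly all actives have a fitted effect of over 65% in size; many of its hits are not listed in these tables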
The depositor's hits bear a star; ? = inconclusive; & = joins results of further samples; ! = repeats disagree; [ ] = remark or other dose. Calls follow the shape of the dose curve; as a rule, active = well fitted curve in the direction sought with a large enough effect; inconclusive = small, poorly fitted or top-dose-only effect, or another doubt; inactive = no such curve, though single readings can be large; an effect the other way counts as inactive or inconclusive. Unless noted, % is scaled to controls: 0 for no effect and ±100 for the full control effect; potency is read from the fitted curve at half-maximal effect.

SMILES | FH mod | NTMT1 inhibitor
CCC(=C(c1ccc(OCCN2CCCC2)cc1)c1ccc(OCCN2CCCC2)cc1)c1ccccc1 | -1% | 0%[57.5 µM]
CC1=CCC2C(C)(C)CCCC2(C)C1CC12OC1C(O)C(CO)=CC2O (stereo unspecified) | -1%[53.3 µM] | 5%[29.8 µM]
Cc1cc2ncc(C(=O)NCC(C)(C)NCC(=O)N3CCC[C@H]3C#N)cn2n1 | -12% | ?
C=CC(=O)c1ccc2ccccc2c1 | -2% | ?
C[N+](C)(C)CC(O)CC(=O)[O-] (stereo unspecified) | 3%[53.3 µM] | 11%[57.5 µM]
COC(=O)[C@]1(C)CCC[C@@]2(C)C(=O)CC[C@H]3C(=O)C=C(CC[C@@H]21)C3O (stereo partly specified) | 3%[53.3 µM] | 2%[29.8 µM]
Cc1ncc(CO)c(CN)c1O | 7%[53.3 µM] | 1%[57.5 µM]
O=C1CN2Cc3c(ccc(Cl)c3Cl)N=C2N1 | -5%[53.3 µM] | -4%
CC(C)CCNC(=O)c1ccc2c(c1)nc(Nc1n[nH]c3ccc(-c4ccccc4OC(F)(F)F)cc13)n2C1CCC(O)CC1 (stereo unspecified) | -1% | 16%[57.5 µM]
C=C(C)C(=O)OCC(O)CO (stereo unspecified) | 3%[53.3 µM] | 28%[57.5 µM]
C=C(C)[C@@H]1CCC2=CC(=O)C[C@@H](C)[C@]2(C)C1 | 4%[162 µM] | 4%[228 µM]
CC(C)(Cc1ccccc1)NCC(O)c1ccc(O)c(NS(C)(=O)=O)c1 (stereo unspecified) | 3% | 9%[57.5 µM]
COc1cc(OC)cc(N(CCNC(C)C)c2ccc3ncc(-c4cnn(C)c4)nc3c2)c1 | -2% | -13%
O=C(O)C[C@H](O)C[C@H](O)/C=C/c1c(C2CC2)nc2ccccc2c1-c1ccc(F)cc1 | 10% | 40µM*!
C[C@H]1CC[C@@]2(OC1)O[C@H]1CC3[C@@H]4CC[C@@H]5C[C@@H](O[C@@H]6O[C@H](CO)[C@@H](O[C@@H]7O[C@@H](C)[C@H](O)[C@@H](O)[C@H]7O)[C@H](O)[C@H]6O[C@@H]6O[C@H](CO)[C@@H](O)[C@H](O)[C@H]6O)CC[C@]5(C)C4CC[C@]3(C)[C@H]1[C@@H]2C (stereo partly specified) | 1%[20.6 µM] | 7%[12.6 µM]

Continued; the last 5 above are carried over.
SMILES | FH mod | NTMT1 inhibitor
C=C(C)[C@@H]1CCC2=CC(=O)C[C@@H](C)[C@]2(C)C1 | 4%[162 µM] | 4%[228 µM]
CC(C)(Cc1ccccc1)NCC(O)c1ccc(O)c(NS(C)(=O)=O)c1 (stereo unspecified) | 3% | 9%[57.5 µM]
COc1cc(OC)cc(N(CCNC(C)C)c2ccc3ncc(-c4cnn(C)c4)nc3c2)c1 | -2% | -13%
O=C(O)C[C@H](O)C[C@H](O)/C=C/c1c(C2CC2)nc2ccccc2c1-c1ccc(F)cc1 | 10% | 40µM*!
C[C@H]1CC[C@@]2(OC1)O[C@H]1CC3[C@@H]4CC[C@@H]5C[C@@H](O[C@@H]6O[C@H](CO)[C@@H](O[C@@H]7O[C@@H](C)[C@H](O)[C@@H](O)[C@H]7O)[C@H](O)[C@H]6O[C@@H]6O[C@H](CO)[C@@H](O)[C@H](O)[C@H]6O)CC[C@]5(C)C4CC[C@]3(C)[C@H]1[C@@H]2C (stereo partly specified) | 1%[20.6 µM] | 7%[12.6 µM]
C[C@H]1CN(C[C@H](Cc2ccccc2)C(=O)NCC(=O)O)CC[C@@]1(C)c1cccc(O)c1 | -7% | -2%[57.5 µM]
CC(=O)O[C@]1(C(C)=O)CC[C@H]2[C@@H]3C[C@H](C)C4=CC(=O)CC[C@]4(C)[C@H]3CC[C@@]21C | 0% | -18%&-10%[57.5 µM]
CCC(C)C(C(=O)O)N1Cc2c(OCC=C(C)C)c(C)c(OC)c(C(=O)O)c2C1=O (stereo unspecified) | 0%[53.3 µM] | 1%[29.8 µM]
C[C@@H]1C[C@H]2[C@@H]3C[C@H](F)C4=CC(=O)C=C[C@]4(C)[C@@]3(F)[C@@H](O)C[C@]2(C)[C@@]1(O)C(=O)CO | 6% | -2%&9%[57.5 µM]
CC(C)C[C@@H](C=O)NC(=O)[C@H](CC(C)C)NC(=O)[C@H](CC(C)C)NC(=O)OCc1ccccc1 | -2%[53.3 µM] | 1%
Cc1cc(/C=c2/sc3nc4ccccc4n3c2=O)c(C)n1-c1ccccc1 | 5% | ?
CC1(C)CC[C@]2(C(=O)O[C@@H]3O[C@H](CO)[C@@H](O)[C@H](O)[C@H]3O)CC[C@]3(C)C(=CCC4[C@@]5(C)C[C@@H](O)[C@H](O)[C@](C)(C=O)C5CC[C@]43C)[C@@H]2[C@@H]1O (stereo partly specified) | -3%[20.6 µM] | 7%[12.6 µM]
CC(C)(C)c1ccc(CN2CCN(C(c3ccccc3)c3ccc(Cl)cc3)CC2)cc1 (stereo unspecified) | 1% | -5%[57.5 µM]
C=C(C)C1CC(O)C(C)C12CC(O)C1(C)OC1C2O (stereo unspecified) | ? | 14%[57.5 µM]
CC(=O)OCC1=C[C@H](O)[C@@H]2C(C(=O)O)=CO[C@@H](O[C@@H]3O[C@H](CO)[C@@H](O)[C@H](O)[C@H]3O)[C@H]12 | 1%[53.3 µM] | 7%[29.8 µM]
Cc1ccccc1-c1cc(N2CCN(C)CC2)ncc1N(C)C(=O)C(C)(C)c1cc(C(F)(F)F)cc(C(F)(F)F)c1 | 0% | 1%[57.5 µM]
COc1ccccc1O | -8% | 40%[activator]
COc1ccc(-c2oc3c(CC=C(C)C)c(O)cc(O)c3c(=O)c2O)cc1 | 0%[53.3 µM] | 16%
C/C(=C\C(=O)C(C)C1CCC2C3=C(CCC21C)C1(C)CCC(=O)C(C)(C)C1(O)CC3)C(C)(C)O (stereo unspecified) | -1%[53.3 µM] | -4%[29.8 µM]
CNC1CCC(N(Cc2cccc(-c3ccncc3)c2)C(=O)c2sc3c(F)ccc(F)c3c2Cl)CC1 (stereo unspecified) | -4% | 71µM*!
O=C(O)[C@H](O)c1ccccc1 | -6%[53.3 µM] | 10%[57.5 µM]
OCc1ccc(O[C@@H]2O[C@H](CO)[C@@H](O)[C@H](O)[C@H]2O)cc1 | 4% | 12%[57.5 µM]
Cc1cc(I)ccc1Nc1c(C(=O)NOCC2CC2)cc(F)c(F)c1F | ? | -11%
Nc1ncnc2c1nc(Cl)n2C1OC2COP(=O)(O)OC2C1O (stereo unspecified) | 1% | 10%[57.5 µM]
CC/C=C\CC1C(=O)CCC1CC(=O)OC (stereo unspecified) | 0% | 25%
CN1CCN(Cc2ccc(NC(=O)Nc3ccc(Oc4cc(NC(=O)C5CC5)ncn4)cc3)cc2C(F)(F)F)CC1 | -4% | ?
C=CCC/C=C/C#CCCCCCCCC[C@H]1C(=O)O[C@H](C)[C@@H]1O | -17%[53.3 µM] | 13%[29.8 µM]
C/C=C/C=C/C=C/C(=O)N(C)C(C(=O)NC(C)C(=O)N1CCCC1C(N)=O)C(C)C (stereo unspecified) | 2%[53.3 µM] | -15%[29.8 µM]
CCC(C(=O)OCCN(CC)CC)c1ccccc1 (stereo unspecified) | 0%[53.3 µM] | ?
CC/C=C\CC1C(=O)C=CC1(CCCCCCCC(=O)O)OC(C)=O (stereo unspecified) | -1%[53.3 µM] | 1%[29.8 µM]
CC1CCC(C(=O)N(c2cc(C#CC(C)(C)C)sc2C(=O)O)C2CCC(O)CC2)CC1 (stereo unspecified) | ? | 17%&28%[57.5 µM]
Cc1c(-c2ccccc2)oc2c(C(=O)OCCN3CCCCC3)cccc2c1=O | -3%[53.3 µM] | ?
NNc1nnc(NN)c2ccccc12 | -27%[53.3 µM] | 22µM*
C=CC(=O)N1CCN(C(=O)CNc2cc(I)c(Cl)cc2O)CC1 | -7% | 0%[57.5 µM]
O=C(OCC1=C[C@@H](O)[C@@H]2C=CO[C@@H](O[C@@H]3O[C@H](CO)[C@@H](O)[C@H](O)[C@H]3O)[C@H]12)c1ccc(O)cc1 | 2%[53.3 µM] | -6%[29.8 µM]

2 records picked at random from those above, as already listed:
SMILES | FH mod | NTMT1 inhibitor
OCc1ccc(O[C@@H]2O[C@H](CO)[C@@H](O)[C@H](O)[C@H]2O)cc1 | 4% | 12%[57.5 µM]
CC/C=C\CC1C(=O)C=CC1(CCCCCCCC(=O)O)OC(C)=O (stereo unspecified) | -1%[53.3 µM] | 1%[29.8 µM]

Other structures:
SMILES | FH mod | NTMT1 inhibitor
CC1=CC(=O)[C@]2(O[C@@H]3O[C@@H](C)[C@H](O)[C@@H](O)[C@H]3OC(=O)/C=C/c3ccccc3)C=CO[C@@H](O[C@@H]3O[C@H](CO)[C@@H](O)[C@H](O)[C@H]3O)[C@H]12 | -7%[20.6 µM] | -13%[12.6 µM]
CCCOc1ccc2c(c1)CC[C@@H]1[C@@H]2CC[C@]2(C)C(OC)CC[C@@H]12 (stereo partly specified) | -13%[53.3 µM] | 52%[activator][57.5 µM]
C/C=C/C=C/C(=O)OC1CC/C=C/C(O)C(O)C(CCC)OC1=O (stereo unspecified) | 8%[53.3 µM] | -15%[29.8 µM]
CC(=O)[C@H]1CC[C@H]2[C@@H]3CC=C4C[C@@H](OS(=O)(=O)O)CC[C@]4(C)[C@H]3CC[C@]12C | 1% | -22%[57.5 µM]
Clc1ccc(-c2nc3sccn3c2C=NOCc2ccc(Cl)c(Cl)c2)cc1 | 5%[53.3 µM] | 10%[57.5 µM]
CC(C(=O)Nc1cc(C#N)ccc1CCCC(=O)O)c1ccc(F)c2ccccc12 (stereo unspecified) | -4% | 16%[57.5 µM]
Nc1ccc([N+](=O)[O-])c(C(F)(F)F)c1 | -1%[53.3 µM] | 5%[57.5 µM]
CC(C)/C=C1\NC(=O)C(C(C)C)n2c1nc1c(c2=O)C=CC=CO1 (stereo unspecified) | 3%[53.3 µM] | 11%[29.8 µM]
CCc1nnc(NS(=O)(=O)c2ccc(N)cc2)s1 | 3%[53.3 µM] | -2%[57.5 µM]
CN1Cc2cc(C(=O)N3CCC(C4CCNCC4)CC3)ccc2NC(CC(=O)O)C1=O (stereo unspecified) | -4%[53.3 µM] | -1%[57.5 µM]
CC(=O)O[C@H]1C[C@@]2(C)[C@@H](CC[C@H]3[C@@]4(C)C=CC(=O)[C@@H](C)[C@@H]4[C@H](OC(C)=O)C(=O)[C@@]32C)/C1=C(\CCC=C(C)C)C(=O)O | 7%[53.3 µM] | 11%[29.8 µM]
CN(C)CCOc1ccc(C(=C(CCCl)c2ccccc2)c2ccccc2)cc1 | -10%[53.3 µM] | 7%[57.5 µM]
CN1[C@@H]2CC[C@H]1CC(OC(=O)C(O)c1ccccc1)C2 (stereo partly specified) | 7%[53.3 µM] | 11%[57.5 µM]
CO[C@H]1C=C2C(CC[C@H](O[C@@H]3O[C@H](CO)[C@@H](O)[C@@H](O)[C@H]3O)C2(C)C)[C@]2(C)CC[C@]3(C)C([C@H](C)C(O)C(C=C(C)C)O[C@@H]4O[C@H](CO)[C@@H](O)[C@@H](O)[C@H]4O)CC[C@@]3(C)C12 (stereo partly specified) | 11%[20.6 µM] | 9%[12.6 µM]
CC(=O)Nc1ccc(/C=N/NC(N)=S)cc1 | -8%[53.3 µM] | ?

A few values from the results shown:
`CCc1nnc(NS(=O)(=O)c2ccc(N)cc2)s1` – NTMT1 inhibitor: -2%[57.5 µM]
`CN1Cc2cc(C(=O)N3CCC(C4CCNCC4)CC3)ccc2NC(CC(=O)O)C1=O` (stereo unspecified) – NTMT1 inhibitor: -1%[57.5 µM]

Remaining list, next part
SMILES | FH mod | NTMT1 inhibitor
C=C1C2CCC3C(CCC4[C@@]3(C)CCC[C@@]4(C)C(=O)O)(C2)[C@@H]1OC(=O)/C(C)=C\C (stereo partly specified) | -1%[53.3 µM] | -15%[29.8 µM]
COc1cccc2c1C(=O)c1c(O)c3c(c(O)c1C2=O)C[C@@](O)(C(=O)CO)C[C@H]3O[C@H]1C[C@H](N)[C@H](O)[C@H](C)O1 | -13%[53.3 µM] | ?
CN[C@@H]1[C@H](O[C@H]2[C@H](O[C@@H]3[C@@H](O)[C@H](O)[C@@H](N=C(N)N)[C@H](O)[C@H]3N=C(N)N)O[C@@H](C)[C@]2(O)CO)O[C@@H](CO)[C@H](O)[C@H]1O | 0% | 7%[57.5 µM]
COc1ccc(CC(=O)NCc2ccccc2-c2ccccc2C(=O)NCCc2cccnc2)cc1 | 4% | -4%[57.5 µM]
CC(=O)NC(C)c1ccc(Oc2ccc(OC(C)C)cc2)cc1 (stereo unspecified) | -14%[53.3 µM] | -25%[57.5 µM]
COc1c(N2CCNC(C)C2)c(F)cc2c(=O)c(C(=O)O)cn(C3CC3)c12 (stereo unspecified) | -6%&9%[53.3 µM] | 10%
C/C=C/C=C/C(O)=C1\C(=O)[C@]2(C)C3C(C(=O)CC/C=C/C)=C(O)C4(C)C1[C@]1(C)O[C@@]4(O)[C@@]3(C)O[C@@]12O | 0%[53.3 µM] | -10%[29.8 µM]
CCOc1cc(CC(=O)N[C@@H](CC(C)C)c2ccccc2N2CCCCC2)ccc1C(=O)O | -13%[53.3 µM] | 5%
CCN(CC)CCNc1ccc2ncn3c4ccc(O)cc4c(=O)c1c23 | ? | ?
O=c1cc(N2CCOCC2)oc2c(-c3cccc4c3sc3ccccc34)cccc12 | -1%[53.3 µM] | 5%
C[C@@H]1O[C@@H](O[C@H]2[C@H](Oc3cc(O)c(C(=O)CCc4ccc(O)cc4)c(O)c3)O[C@H](CO)[C@@H](O)[C@@H]2O)[C@H](O)[C@H](O)[C@H]1O | 9% | -3%[57.5 µM]

Screens (PubChem)

Not all compounds are listed. The share of hits here may be higher or lower than overall.
